Screens as filed in PubChem BioAssay.
HKDC1 inhibitor – inhibitors of human hexokinase HKDC1 | Q2TB90 | recombinant HKDC1, G6PDH/diaphorase resazurin coupled fluorescence | inhibition, % at 20 µM | 340,000 compounds, 0.16% hits | AID 493160;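 active means inhibition above about 35% when tested at 20 µM, limit read from the data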;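 further: plate controls were DMSO wells with enzyme for no effect and DMSO wells lacking enzyme for full effect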
Target sequence (Q2TB90 whole entry, looked up): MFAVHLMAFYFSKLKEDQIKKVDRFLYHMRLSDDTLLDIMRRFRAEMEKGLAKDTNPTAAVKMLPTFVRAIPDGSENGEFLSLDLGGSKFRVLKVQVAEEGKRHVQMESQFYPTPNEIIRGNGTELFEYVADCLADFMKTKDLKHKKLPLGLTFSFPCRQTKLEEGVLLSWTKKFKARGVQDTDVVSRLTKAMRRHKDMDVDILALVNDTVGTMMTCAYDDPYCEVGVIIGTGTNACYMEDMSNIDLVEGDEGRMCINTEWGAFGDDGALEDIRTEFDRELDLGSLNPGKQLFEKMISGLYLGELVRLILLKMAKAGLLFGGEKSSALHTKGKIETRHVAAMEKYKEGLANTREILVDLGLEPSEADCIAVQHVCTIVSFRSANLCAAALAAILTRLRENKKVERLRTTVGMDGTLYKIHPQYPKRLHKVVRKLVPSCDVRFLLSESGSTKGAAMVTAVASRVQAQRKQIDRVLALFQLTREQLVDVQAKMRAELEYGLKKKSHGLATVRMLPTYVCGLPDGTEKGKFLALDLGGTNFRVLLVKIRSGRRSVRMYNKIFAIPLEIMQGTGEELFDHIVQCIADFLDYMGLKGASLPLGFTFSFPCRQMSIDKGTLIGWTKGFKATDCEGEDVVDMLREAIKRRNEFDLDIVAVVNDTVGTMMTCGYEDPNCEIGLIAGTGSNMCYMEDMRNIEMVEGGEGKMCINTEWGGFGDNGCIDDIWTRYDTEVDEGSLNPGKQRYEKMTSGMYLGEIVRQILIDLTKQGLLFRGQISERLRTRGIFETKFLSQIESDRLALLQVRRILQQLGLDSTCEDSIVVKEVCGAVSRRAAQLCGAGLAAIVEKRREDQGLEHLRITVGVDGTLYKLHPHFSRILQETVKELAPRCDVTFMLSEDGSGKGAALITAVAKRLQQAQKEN
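Incubation: 90 min at room temperature in dark / Material: recombinant HKDC1 (HK5) hexokinase enzyme, produced in-house / Quantity: enzyme 5 µg/mL final / Compound: one dose of 20 µM, 1% DMSO / Reagent: glucose and ATP substrates / Buffer or medium: Tris pH 8.0 buffer with MgCl2, Tween-20, BSA, BME / Technique: resorufin fluorescence at 613 nm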
Apaf-1 inh – inhibitors of human Apaf-1 apoptosome | O14727 | reconstituted apoptosome caspase-3 activity, DEVD-Rh110 fluorescence | inhibition, % at 20 µM | 330,000 compounds, 0.71% hits | AID 489030; active means inhibition of at least 40% at 20 µM;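 further: plate controls were DMSO wells for no effect and DEVD-CHO caspase inhibitor wells for full effect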
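detection = Rh110 fluorescence intensity | test system = biochemical Apaf-1 apoptosome reconstitution | also added = cytochrome c and DEVD-Rh110 substrate | schedule = 30 min plus 50 min, RT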
NLRP3 yeast inh – blocks the NALP3 inflammasome reconstituted in yeast. 330,000 compounds, 0.39% hits. inhibition, % at 10 µM. Yeast reconstituted NLRP3/ASC/caspase-1, beta-gal luminescence, 24 h;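 active means inhibition of 50% or more; inactive means inhibition below 50%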;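 further: plate controls were induced DMSO wells for no effect and uninduced yeast grown without galactose for full effect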
SENP8 block-1 – blocks human SENP8 cleavage of Nedd8 substrate. Q96LD8. recombinant SENP8, Nedd8 substrate fluorescence. inhibition, % at 20 µM. 360,000 compounds, 0.64% hits. AID 602440; in the data active means inhibition mostly above about 40%, no sharp cut-off; inactive means mostly below about 27%
SENP6 block – SENP6 protease inhibition | inhibition, % at 10 µM | 330,000 compounds, 1.8% hits | Q9GZR1 | Recombinant SENP6 catalytic domain, aminoluciferin luminescence | AID 2599;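 active means inhibition above about 50% at the single tested dose, limit read from the data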;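 further: plate controls were DMSO wells with enzyme for no effect and DMSO wells lacking enzyme for full effect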
SENP1 inh – inhibitors of human SENP1 SUMO protease catalytic domain; 360,000 compounds, 0.21% hits; inhibition, % at 10 µM; recombinant SENP1 catalytic domain, CyPet-SUMO1-YPet FRET cleavage;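 active means inhibition at least 30% at 10 µM, raw YFP signal under a set limit, fluorescence ratio 0.5 to 1.5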;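 further: 0% = enzyme with DMSO and 100% = no enzyme wells; some results filed as inactive read as strong as hits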
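System: Recombinant human SENP1 catalytic domain, His6-tagged | Incubation: Enzyme reaction for 50 min at room temperature, dark | Medium: Tris pH 8 with BME, BSA, NP40 and catalase | Also added: 25 nM SUMO1 FRET substrate | Compound: 10 µM single point, 0.5% DMSO | Measured by: FRET fluorescence in CFP and YFP emission channels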
SENP8 block-2 – SENP8 protease inhibition; Q96LD8; purified SENP8, Z-RLRGG-aminoluciferin cleavage, luminescence; inhibition, % at 10 µM; 330,000 compounds, 1.2% hits; AID 2540; in the data active means inhibition above about 50%
SENP7 block – SENP7 protease inhibition. Q9BQF6. recombinant SENP7, Z-RLRGG-aminoluciferin luminescence, 40 min. inhibition, % at 5 µM. 330,000 compounds, 1.5% hits;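 active means inhibition above about 50% at the single test dose, limit read from the data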;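 further: plate controls were DMSO with enzyme for no effect and no enzyme buffer wells for full effect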
PfGluPho inh – PfG6PD (Plasmodium falciparum) enzyme inhibition | inhibition, % at 20 µM | 350,000 compounds, 0.78% hits | AID 504690 | PfGluPho enzyme, NADPH resazurin-diaphorase fluorescence;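 active means inhibition reaching at least a set limit at 20 µM in the primary screen, cut at about 59% in these data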;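 further: 0% = DMSO wells with substrate and 100% = DMSO wells lacking glucose-6-phosphate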
Numbers without * were called inactive; / = no result given. Compounds were not picked by outcome; overall some 4.1% were active at least once.

nr	SMILES	HKDC1 inhibitor	Apaf-1 inh	NLRP3 yeast inh	SENP8 block-1	SENP6 block	SENP1 inh	SENP8 block-2	SENP7 block	PfGluPho inh
1	Cc1cc(C)c(NC(=O)C2=CCN(S(=O)(=O)c3ccc(F)cc3)CC2)c(C)c1	-1	5	6	3	-10	-3	-5	-1	14
2	Cn1c(=N)n(CC(=O)c2cccs2)c2ccccc21	-11	-4	4	-7	-14	0	2	-1	-17
3	Cc1ccccc1NC(=O)c1ccccc1	-3	2	-9	1	-12	2	1	-3	-12
4	CC1SC(C)C(=O)N(CC(=O)NCc2ccc(F)cc2)C1=O (stereo not given)	-11	-6	28	1	-12	-1	-3	-1	4
5	Cc1ccc(S(=O)(=O)Nc2ccccc2C(=O)N2CCCCC2C)c(C)c1NS(C)(=O)=O (stereo not given)	2	-1	22	19	-16	1	-2	12	-29
6	COc1ccc(Cc2nc(-c3ccncc3)no2)cc1	4	2	14	10	-14	-11	-5	7	-26
7	O=C(Nc1ccc2c(c1)COC2=O)c1ccc(Cl)c(Cl)c1	1	13	23	-5	12	-1	-3	5	2
8	O=C(Nc1ccccc1C(=O)O)c1cccc(N2C(=O)c3ccccc3C2=O)c1	-4	-2	1	9	0	-2	-4	5	8

2 compounds picked at random from the list so far, as already listed:
nr	SMILES	HKDC1 inhibitor	Apaf-1 inh	NLRP3 yeast inh	SENP8 block-1	SENP6 block	SENP1 inh	SENP8 block-2	SENP7 block	PfGluPho inh
1	Cc1cc(C)c(NC(=O)C2=CCN(S(=O)(=O)c3ccc(F)cc3)CC2)c(C)c1	-1	5	6	3	-10	-3	-5	-1	14
6	COc1ccc(Cc2nc(-c3ccncc3)no2)cc1	4	2	14	10	-14	-11	-5	7	-26

Continued.
nr	SMILES	HKDC1 inhibitor	Apaf-1 inh	NLRP3 yeast inh	SENP8 block-1	SENP6 block	SENP1 inh	SENP8 block-2	SENP7 block	PfGluPho inh
9	Cc1ccc(S(=O)(=O)N(C)CC(=O)N2CCN(C(=O)c3ccco3)CC2)cc1	-4	-2	-5	18	-11	1	-6	4	-7
10	C/C(=N\NC(=O)c1ccc(NS(=O)(=O)c2cccs2)cc1)c1ccc(O)cc1O	-31	-5	8	-57	-9	-33	-7	4	-17
11	COc1ccc(Cc2nnc(NC(=O)c3ccc(OC)c(OC)c3)s2)cc1OC	0	7	14	0	-8	-2	3	4	-16
12	COc1ccc(S(=O)(=O)n2nc(C)c(S(=O)(=O)N3CCOCC3)c2C)cc1	-1	1	9	6	9	2	2	-1	5
13	COc1ccc(NC(=O)Cc2nnc(SCC(=O)c3ccccc3)n2C)cc1	-2	6	-9	15	-22	2	-7	-4	-10
14	COc1ccc(C2CC(c3ccc4ccccc4c3)=NN2C(=O)CNC2CCCCC2)cc1 (stereo not given)	-6	16	24	-61	-29	1	-13	-5	7
15	COc1cc(CC(=O)OCC(=O)c2ccc[nH]2)cc(OC)c1OC	-2	-3	-2	-32	0	-1	-5	5	6
16	Cc1ccc(CNC(=O)CCS(=O)(=O)c2ccc(Br)cc2)cc1	-4	/	/	21	/	3	/	/	-9

Five of the entries above in order of the SENP7 block value, falling.
No.	Molecule	HKDC1 inhibitor	NLRP3 yeast inh	SENP6 block	SENP1 inh	SENP7 block	PfGluPho inh
15	COc1cc(CC(=O)OCC(=O)c2ccc[nH]2)cc(OC)c1OC	-2	-2	0	-1	5	6
11	COc1ccc(Cc2nnc(NC(=O)c3ccc(OC)c(OC)c3)s2)cc1OC	0	14	-8	-2	4	-16
12	COc1ccc(S(=O)(=O)n2nc(C)c(S(=O)(=O)N3CCOCC3)c2C)cc1	-1	9	9	2	-1	5
13	COc1ccc(NC(=O)Cc2nnc(SCC(=O)c3ccccc3)n2C)cc1	-2	-9	-22	2	-4	-10
14	COc1ccc(C2CC(c3ccc4ccccc4c3)=NN2C(=O)CNC2CCCCC2)cc1 (stereo not given)	-6	24	-29	1	-5	7

Further results follow:
nr	SMILES	HKDC1 inhibitor	Apaf-1 inh	NLRP3 yeast inh	SENP8 block-1	SENP6 block	SENP1 inh	SENP8 block-2	SENP7 block	PfGluPho inh
17	Cn1c(N2CCC(C(N)=O)CC2)nc2c1c(=O)n(Cc1cccc(Br)c1)c(=O)n2C	0	8	22	13	-2	1	2	11	-17
18	Cc1ccc(C)c(OCC(=O)Nc2ccc(S(=O)(=O)Nc3onc(C)c3C)cc2)c1	1	6	-2	14	-5	1	-2	-1	-24
19	CCOC(=O)c1c(C)c(C(=O)Nc2ccccc2)c(C)n1CC	3	4	3	10	-6	2	-4	-1	10
20	O=C1C(=O)N(Cc2cccnc2)C(c2cccc([N+](=O)[O-])c2)/C1=C(/O)c1ccc2c(c1)OCO2 (stereo not given)	4	16	8	10	1	4	0	2	-13
21	C/C(=N\NC(=S)Nc1ccccc1C)c1cc2ccccc2o1	-9	-7	29	-128	6	-56	1	5	7
22	CCCc1nnc(SCC(=O)N2CCCC2)n1Cc1ccco1	-3	0	7	31	-3	8	-9	-3	2
23	Cc1ccnc(N/C=C(/NC(=O)c2ccccc2)C(=O)N/N=C\c2ccc(Cl)cc2)n1	1	-20	3	-10	-17	1	-1	-2	10
24	N/C(=N\OC(=O)c1ccc(Cl)cc1Cl)c1ccncc1	-2	-6	23	15	77*	-2	59*	62*	-15
25	Cn1cc(Br)c(C(=O)NNC(=O)c2cccc(Br)c2)n1	-2	-6	1	32	-10	4	-10	4	-3
26	Cc1cc(N=Cc2cc(Cl)ccc2O)no1	3	-8	-8	14	2	-15	-6	-13	-7
27	Cn1c(O)c(C=NCCCCCC(=O)O)c(=O)n(C)c1=O	-4	/	/	20	/	2	/	/	-6
28	Cn1cccc1C(=O)OCC(=O)NC1CCS(=O)(=O)C1 (stereo not given)	-7	-10	9	9	-12	2	-4	-6	8
29	COc1cccc(CC2(CO)CCCN(Cc3ccc(-c4ccco4)cc3)C2)c1 (stereo not given)	1	-9	10	-135	9	-19	-11	5	18
30	O=C(CO/N=C/c1ccccc1OC(F)F)NCc1cccs1	0	17	13	32	3	0	0	5	-12
31	COc1ccccc1NC(=O)c1ccc2nc(N3C(=O)CCC3=O)sc2c1	2	-1	10	19	11	-16	-26	-10	12
32	CCOc1ccccc1OCCCC(=O)NNC(=O)c1nn(C)c(=O)c2ccccc12	-5	8	2	16	4	-1	-12	4	-2
33	Cc1ccc(CCNC(=O)CN2C(=O)COc3ccc(S(=O)(=O)N4CCOCC4)cc32)cc1	-5	-3	8	8	-11	1	-6	6	6
34	Cn1c(-c2ccccc2)c(C=O)c2ccccc21	-11	4	23	-51	-3	-5	-3	7	-12
35	O=C(/C=C/c1ccccc1)Nc1cccc(C(=O)NCCCCc2ccccc2)c1	-2	/	/	-3	/	1	/	/	12
36	COc1cc(O)c(C(CC(=O)N2CCOCC2)c2cc(OC)c(OC)c(OC)c2)c(OC)c1 (stereo not given)	-3	4	5	23	-7	1	3	8	4
37	COc1ccc2cc(/C(C)=N/NC(=O)C3CC3)ccc2c1	-2	-7	1	-15	-3	1	2	0	-4
38	CC1=NN(C(=O)c2cccc(Cn3nc(C)c([N+](=O)[O-])c3C)c2)C(O)(C(F)(F)F)C1 (stereo not given)	16	-5	4	19	4	0	4	0	-3
39	CC1=N/C(=C\c2ccccc2Cl)C(=O)O1	-2	5	15	14	-13	-1	-9	-14	6
40	COc1ccc(N(C)S(=O)(=O)c2c(C)[nH]c(=O)[nH]c2=O)cc1	-2	-12	3	0	3	2	2	0	-17
41	O=C(CSc1nc(C(F)(F)F)cc(=O)[nH]1)Nc1ccc2c(c1)OCCO2	-1	-5	11	0	-7	1	9	1	-28
42	N#CCCN(C(=O)COC(=O)CNS(=O)(=O)c1ccc2ccccc2c1)c1ccccc1	-1	-5	11	12	-4	-1	2	8	6
43	CCOCCn1c(CN2CCN(CC)CC2)nc2c1c(=O)n(C)c(=O)n2C	2	-1	4	6	0	2	3	5	-3
44	Cc1cc(C(=O)OC(C)C(=O)Nc2cccc(Cl)c2)on1 (stereo not given)	-4	-11	14	9	14	5	0	-1	4
45	CCCC(C(=O)NC1CCCC1)N(Cc1ccc(F)cc1)C(=O)c1snc(C(N)=O)c1N (stereo not given)	7	13	15	-319	34	-10	14	-1	-15
46	Cc1c(C)c2ccc(OC(C)C(=O)NCCN3CCOCC3)c(C)c2oc1=O (stereo not given)	-2	-10	4	-305	-10	1	-7	1	9
47	CCOC(=O)c1nn(C)c(=S)n(C)c1=O	5	/	/	14	/	3	/	/	-2
48	CCNc1nc(Oc2ccc(Cl)cc2Cl)cc(C(F)(F)F)n1	3	16	-5	-20	-10	1	-7	-9	23
49	COc1ccc(N(CC(=O)Nc2ccc3c(c2)OCCO3)S(=O)(=O)c2c(C)nn(C)c2C)cc1	1	-2	5	17	-9	1	-2	0	-4
50	COc1cccc(-c2nc3ccccc3c(=O)n2NC(=O)c2cccnc2Cl)c1	7	-2	16	5	-3	2	10	2	6
51	NC(=O)c1ccc(Oc2ncc(C(F)(F)F)cc2Cl)cc1	-5	0	29	11	12	0	-6	3	5
52	CCOc1ccc(NC(=O)CN(C)C(=O)c2ccc(N3CCOCC3)c([N+](=O)[O-])c2)cc1OCC	-3	8	16	6	0	-1	-4	11	1
53	Cc1ccc(S(=O)(=O)NCCC(=O)NCc2cccnc2)cc1	-2	1	10	11	-12	-2	3	-3	3
54	O=Cc1ccnc(-c2ccc(OC(=O)c3ccco3)cc2)n1	0	-3	-1	0	-16	-1	0	13	-6
55	COc1ccccc1N1CCN(C(=O)COc2cccc(C)c2C)CC1	-2	7	19	19	-14	1	-18	-4	12
56	CN(NC(=O)c1ccccc1)C1=NS(=O)(=O)c2ccccc21	-10	6	13	3	4	2	-7	0	-7
